Source: PubChem
DT40 TDP1 no CPT: qHTS for Inhibitors of human tyrosyl-DNA phosphodiesterase 1 (TDP1): qHTS in cells in absence of CPT; DT40 Tdp1-/- hTDP1 cells, no CPT, ATP luminescence, 48 h; Potency, µM (titrated, usually from 46.2 µM), without a hit: at the highest dose activity change, negative = growth inhibition, usual class: inhibitors; 15% of 420,000 active; AID 686978, 2013; also: nearly all actives have a fitted effect of over 55% in size
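Seeded 400 DT40-hTDP1 cells/well (vehicle DMSO, no 20 nM CPT); pinned compounds; ≥48 hr at 37 °C; CellTiter-Glo luminescence as viability measure.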
KAT2A inh: qHTS Assay for Inhibitors of GCN5L2; Potency, µM (highest dose often 58.9 µM), without a hit: at the top dose activity change, negative = inhibition, most hits filed as inhibitors; Histone acetyltransferase KAT2A (Homo sapiens), Q92830; 0.21% of 390,000 active; GCN5L2 HAT assay, ThioGlo1 CoA-SH fluorescence
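qHTS, 1536-well. 20nM enzyme, pH 7.5 HEPES/EDTA/Tween-20 buffer; 15 min compound preinc., RT. Start: 75uM H3(1-25), 70uM AcCoA, 50uM ThioGlo1. Read Ex340/Em540 at t=0 (autofluorescence flag) and t=20 min.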
TDP1 inh: qHTS Assay for Inhibitors of Tyrosyl-DNA Phosphodiesterase (TDP1); Tyrosyl-DNA phosphodiesterase 1 (Homo sapiens), Q9NUW8; recombinant TDP1, AlphaScreen DNA substrate cleavage; Potency, µM (doses to about 130 µM), for inactives: at the top dose activity change, negative = inhibition, actives largely listed as inhibitors; 0.28% of 350,000 active; AID 485290, 2010; also: nearly all actives have a fitted effect of over 40% in size
Target sequence (Q9NUW8 whole entry, looked up): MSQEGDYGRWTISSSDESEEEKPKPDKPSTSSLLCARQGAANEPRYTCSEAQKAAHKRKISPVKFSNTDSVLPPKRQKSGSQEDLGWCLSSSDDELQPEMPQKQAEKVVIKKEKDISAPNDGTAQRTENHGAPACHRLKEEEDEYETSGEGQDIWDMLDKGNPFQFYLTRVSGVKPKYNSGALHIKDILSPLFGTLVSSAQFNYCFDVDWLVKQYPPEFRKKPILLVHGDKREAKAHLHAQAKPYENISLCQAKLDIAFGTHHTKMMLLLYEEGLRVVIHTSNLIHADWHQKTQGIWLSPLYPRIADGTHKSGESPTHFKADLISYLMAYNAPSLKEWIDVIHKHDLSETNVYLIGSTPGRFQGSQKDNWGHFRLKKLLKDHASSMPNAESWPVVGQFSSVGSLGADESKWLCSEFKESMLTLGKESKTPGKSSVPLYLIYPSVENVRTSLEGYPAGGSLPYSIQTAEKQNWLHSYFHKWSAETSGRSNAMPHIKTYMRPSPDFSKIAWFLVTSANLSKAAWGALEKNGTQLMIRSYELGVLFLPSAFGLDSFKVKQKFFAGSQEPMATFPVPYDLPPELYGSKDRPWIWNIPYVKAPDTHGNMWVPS
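Recombinant human Tdp1 (E. coli-expressed, 1 nM final) preincubated with compounds 15 min at room temperature, then 5'-biotin/3'-phosphotyrosine-FITC DNA substrate (15 nM final) added for 5 min. AlphaScreen beads (10 ug/ml final) added 10 min; cleavage lowers signal.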
Starred values were filed as active, the others as inactive; ? = inconclusive; · = no result given; & = joins results of further samples; [ ] = dose if it differs, or a comment. Calls follow the shape of the dose curve; as a rule, active = well fitted curve in the direction sought with a large enough effect; inconclusive = small, poorly fitted or top-dose-only effect, or another doubt; inactive = no such curve, though single readings can be large; an effect the other way counts as inactive or inconclusive. % is scaled to controls: 0 for no effect and ±100 for the full control effect; potency is read from the fitted curve at half-maximal effect.

The opening 4 records (preview)
Under each structure – DT40 TDP1 no CPT	KAT2A inh	TDP1 inh
O=C(COC(=O)CCC(=O)c1ccc(F)cc1)Nc1ccc(Cl)cn1
 : -3%	-8%	-5%
C[C@H]1COC(=O)O1
 : ·	7%	8%
CC1(NC(=O)CC[N+](C)(C)CCO)CS(=O)(=O)CC1S(=O)(=O)[O-] (centres undefined)
 : ·	-1%	5%
CC(C)CN1CCC(Oc2cccc(C(=O)NCCc3ccccc3)c2)CC1
 : -10%	-4%	2%

All compounds of this part (from the top)
Under each structure – DT40 TDP1 no CPT	KAT2A inh	TDP1 inh
O=C(COC(=O)CCC(=O)c1ccc(F)cc1)Nc1ccc(Cl)cn1
 : -3%	-8%	-5%
C[C@H]1COC(=O)O1
 : ·	7%	8%
CC1(NC(=O)CC[N+](C)(C)CCO)CS(=O)(=O)CC1S(=O)(=O)[O-] (centres undefined)
 : ·	-1%	5%
CC(C)CN1CCC(Oc2cccc(C(=O)NCCc3ccccc3)c2)CC1
 : -10%	-4%	2%
COc1ccc(N2C(=O)CCC(C(=O)N3CCCCCC3)C2c2ccc(OC)c(OC)c2)cc1 (centres undefined)
 : -3%	-18%	0%
COc1ccccc1N=NC1C(=O)N(C(N)=S)N=C1C (centres undefined)
 : ?	-1%	·
COc1ccccc1-c1nn2c(-c3ccco3)nnc2s1
 : 18µM*	-21%	·
O=C(COC(=O)c1cc[n+]([O-])cc1)Nc1ccc2c(c1)OCCO2
 : -13%	0%	0%
O=C(CN1C(=O)C2CC=CCC2C1=O)Nc1nc(-c2ccc(F)cc2)cs1 (centres undefined)
 : ?	-3%	0%[56.1 µM]
CCOc1ccccc1NC(=O)c1sc2ncn(CC(=O)N3CCOCC3)c(=O)c2c1C
 : -28%	-4%	1%
Cc1cc(CSc2ccccc2)ccc1NC(=O)c1cccc([N+](=O)[O-])c1
 : -25%	13%	-2%
CSc1ccc(C#N)cc1NC(=O)c1cccnc1Cl
 : -4%	-8%	-5%
Cc1ccc2c(c1)N(CC(=O)N1CCCC1)C(=O)c1cccnc1O2
 : 21%	-7%	7%
CCn1c(SCC(=O)N2CCCCCC2)nc2ccccc2c1=O
 : ?	-3%	3%
COc1ccc(N2CCN(Cc3cc(=O)oc4cc(C)c(Cl)c(C)c34)CC2)cc1
 : 9.2µM*	-14%	2%
COCCCNC(=O)c1cc(-c2cccnc2)nc2ccccc12
 : -7%&-22%	0%&7%	8%
COc1cccc(C(c2ccccc2)N2C3CCC2CN(S(=O)(=O)c2ccc(F)cc2)CC3)c1 (centres undefined)
 : ?	-2%	-5%
Cc1nc2nc(C)c(CCC(=O)N3CCN(c4ccccc4)CC3)c(C)n2n1
 : 3%	3%	3%
CCN(CC)C(=O)CCCSc1nnc(Nc2ccccc2F)s1
 : ?	-8%	2%
CCOC(=O)c1cccc(NC(=O)c2cc(C)nn2-c2ccccc2)c1
 : ?	1%	·
O=C(NCc1nc2ccccc2[nH]1)C1=C[C@H](c2ccccc2)C[C@H](OCCCCO)O1
 : ?	-13%	1%
O=C(O)CSCc1nc2ccccc2[nH]1
 : -3%	-3%	-2%
CC1=C/C(=N\Nc2ccccc2[N+](=O)[O-])CC(C)(C)C1
 : ?	-6%	11%
O=C(COc1ccccc1)N1CCN(c2nnc(-c3ccccc3)c3ccccc23)CC1
 : 16µM*	-1%	7%
COC(=O)c1ccc2nc(-c3ccc(S(C)(=O)=O)cc3)cn2c1
 : 0%	-10%	0%
Cc1ccc(C)c(Cn2c(C3CC(=O)N(c4ccccc4C)C3)nc3ccccc32)c1 (centres undefined)
 : 21µM*	-6%	6%
Cc1nn(C(C)C(=O)O)c(=O)c2c1sc1ccccc12 (centres undefined)
 : 0%	1%	3%
COc1ccc(NS(=O)(=O)c2ccc3c(c2)N(C(C)=O)CCO3)cc1
 : ?	-2%	3%
C=CCc1cccc(/C=N/NC(=O)CNc2ccccc2OC)c1O
 : 21µM*	-8%	5%
COc1ccc(/C=N/NC(=O)c2ccc(C)nc2)cc1O
 : 2%	-6%	-7%
Cc1cccc(C(=S)N2CCOCC2)n1
 : 2%	2%	1%
Cc1ccc(-n2c(=O)c3sccc3n(CC(=O)NCc3ccco3)c2=O)cc1F
 : 0%	-4%	-4%
Cc1cc(N)n(-c2ccc3ccccc3c2)n1
 : -2%	?	-2%
Cc1nn(-c2nnc(NCc3ccccc3)nn2)c(C)c1Br
 : -30%	-5%	3%
COc1ccc(NC(=O)c2ccc(NC(=O)C3CC3)cc2)cc1
 : 5%	0%	0%
Cc1nnc2c(NC3CCCCC3)nc3ccccc3n12
 : ?	2%	·
CCOCC(=O)Nc1cccc(SC)c1
 : -26%	-5%	5%
Cc1[nH]c2ccc(C(=O)N3CCN(Cc4ccccc4)CC3)cc2c1C
 : -16%	-1%	·
Cc1nnc(SCC(=O)N2CCN(S(=O)(=O)c3ccccc3)CC2)[nH]c1=O
 : 8%	-27%	-1%
CC(C(=O)c1ccc(-c2ccccc2)cc1)[n+]1cccc(C(N)=O)c1 (centres undefined)
 : -10%	-16%	4%
Cc1cc(C)c2ccc(=O)n(CC(=O)N/N=C/c3ccccc3Cl)c2n1
 : -14%	-2%	-6%
COc1ccc(C(=O)OC(COc2ccccc2)Cn2ccnc2)cc1 (centres undefined)
 : ?	-8%	6%
CC(C)Oc1ccc(C(=O)NCC(c2ccc(N(C)C)cc2)N2CCc3ccccc32)cc1 (centres undefined)
 : 21µM*	-21%	11%
COc1ccc(-n2c(=O)c3c4c(sc3n3c(SC(C)C)nnc23)COC(C(C)C)C4)cc1 (centres undefined)
 : ?	-2%	2%
COc1ccc(C(=O)NCc2nnc(SCC(=O)Nc3nnc(C)s3)o2)cc1
 : -25%	-6%	-3%
COCCOC(=O)C1=C(N)Oc2c(oc(CO)cc2=O)C1c1ccccc1F (centres undefined)
 : -2%	2%	-9%
CCOC(=O)C1CCCN(S(=O)(=O)c2nc3nc(C)cc(C)n3n2)C1 (centres undefined)
 : 10%	0%	1%
CC(C)(C)c1ccc(C(=O)NCC(=O)OCN2C(=O)c3ccccc3C2=O)cc1
 : -16%	2%	0%
Cc1ccc2sc(NC(=O)c3ccc4c(c3)OCCO4)nc2c1C
 : ?	-15%	8%
COc1cc(NC(=O)Nc2cc(C)on2)cc(OC)c1OC
 : -12%	-2%	3%

Additional structures follow.
Under each structure – DT40 TDP1 no CPT	KAT2A inh	TDP1 inh
Cn1nc(CC(=O)Nc2ccc(N3CCN(C(=O)OC(C)(C)C)CC3)cc2)c2ccccc2c1=O
 : -7%	-1%	5%
Cn1c(N)c(C(=O)COC(=O)/C=C/c2cccc(Br)c2)c(=O)n(C)c1=O
 : ?	-4%	1%
COc1ccc(C2/C=C\C(c3ccc(OC)cc3)N(Cc3ccc(F)cc3)C(=O)C(=O)N2Cc2ccc(F)cc2)cc1 (centres undefined)
 : ·	?	7%[96 µM]
CC1(C)N=C(N)N=C(N)N1c1ccc(Oc2ccc(Cl)cc2)c(Cl)c1
 : 1.5µM*	6%	·
CCCN(CC(=O)Nc1ccccc1OC)C(=O)CCCN1C(=O)c2ccccc2C1=O
 : -16%	-5%	·
CC1=C(C(=O)Nc2ccccc2)C(c2ccncc2)n2nc(SCc3ccccc3)nc2N1 (centres undefined)
 : -13%	-6%	3%
CCOc1ccc(NC(=O)CN(C)C(=O)c2ccc(COc3ccccc3)o2)cc1OCC
 : -16%	-4%	3%[0.505 µM]
Clc1cccc(COn2c(-c3ccc(Cl)cc3Cl)nc3ncccc32)c1
 : 21µM*	-4%	3%
COc1cccc(NC(=O)N2CCCCCC2)c1
 : 5%	-15%	2%[56.1 µM]
O=C1CCCc2oc3c(c21)CCCC3
 : -9%	-4%	3%
CC(C)(C)c1ccc(S(=O)(=O)CC(O)CSc2nc3c(cc2C#N)CCCC3)cc1 (centres undefined)
 : -7%	-14%	5%
CC(C)c1ccc(/C=C/C(=O)NC2CCCCC2)cc1
 : ?	-9%	-6%
COCCCN=Cc1c(-c2ccccc2)[nH]n(-c2nc3ccccc3s2)c1=O
 : ?	5%	·
CC(=O)c1ccc(NC(=O)c2cccc(S(=O)(=O)N3CCN(C)CC3)c2)cc1
 : ?	-6%	1%
CCOC1(c2ccccc2)CC1C(=O)N/N=C/c1cccc([N+](=O)[O-])c1 (centres undefined)
 : ?	-8%	·
CC(C)C[C@H](NC(=O)[C@@H]1Cc2c([nH]c3ccccc23)C2c3ccccc3C(=O)N21)C(=O)NCC1CCCO1 (some centres undefined)
 : ?	-8%	·
CC1=C(C(=O)OC(C)C)C(c2ccc(F)cc2)NC(=O)N1 (centres undefined)
 : -24%	1%	0%
CC(C)(C)C(=O)Nc1ccc(C(=O)N/N=C/c2ccccc2OC(=O)c2ccccc2)cc1
 : 7.3µM*	?	2%
CSc1ncccc1C(=O)NCC(c1cccs1)N1CCOCC1 (centres undefined)
 : -26%	-12%	-3%
Cc1ccc(S(=O)(=O)N2CCC(C(=O)N[C@@H](C)C(=O)NCc3ccco3)CC2)cc1
 : -26%	-7%	1%

Copied from above for reference:
Under each structure – DT40 TDP1 no CPT	KAT2A inh	TDP1 inh
CC(C)(C)c1ccc(S(=O)(=O)CC(O)CSc2nc3c(cc2C#N)CCCC3)cc1 (centres undefined)
 : -7%	-14%	5%
CC(C)c1ccc(/C=C/C(=O)NC2CCCCC2)cc1
 : ?	-9%	-6%

(continued)
Under each structure – DT40 TDP1 no CPT	KAT2A inh	TDP1 inh
CC(=O)Nc1ccc(S(=O)(=O)Nc2c(C)nn(-c3ccccc3)c2C)cc1
 : ?	7%	2%
CC(=O)CN1C(=O)NC(c2ccccc2)(c2ccccc2)C1=O
 : ?	-8%	·
CCc1cccc(NC(=O)Cn2c(=O)c(C(F)(F)F)nc3ccccc32)c1
 : 6%	20%	0%
CC(=O)c1cccc(NC(=O)C(Sc2ncnc3ccccc23)c2ccccc2)c1 (centres undefined)
 : ?	-6%	0%
N#CCCn1c(=O)c(-c2cc(F)cc(F)c2)nc2cnc(N3CCOCC3)nc21
 : 4%	-12%	·
CN1CCN(c2ccc(C(F)(F)F)cc2NC(=O)c2ccco2)CC1
 : ?	?	1%
CC(=O)NNC(=S)NC(=O)C(c1ccccc1)c1ccccc1
 : 16µM*	-4%	5%
COc1ccc(OC)c(NC(=O)CN(C)S(=O)(=O)c2ccc3[nH]c4c(c3c2)CCCC4)c1
 : 21µM*	-13%	9%
Cc1nc(N2CCC(C)CC2)c2c(C)c(C(=O)Nc3ccccc3C(F)(F)F)sc2n1
 : ?	-14%	-6%
CCOc1ccc(N2C(=O)c3cccnc3C2Nc2ccc(F)cc2)cc1 (centres undefined)
 : -18%	-11%	7%
CCN1CCn2c3c(c4cc(Cl)ccc42)CCCC31 (centres undefined)
 : ?	-20%	7%
CCC(OC(=O)C1=Cc2ccccc2OC1)C(=O)NC1CCCC1 (centres undefined)
 : -23%	0%	0%
O=C(NCc1cc(C(F)(F)F)ccc1Cl)c1cccc2c1C(=O)c1ccc(Cl)cc1S2(=O)=O
 : ·	0%	3%
Cc1c(C(=O)OCC(=O)N(C)Cc2ccccc2)oc2ccccc12
 : ?	-3%	-2%
Nc1ccccc1SC1CC(=O)N(c2ccc3c(c2)OCO3)C1=O (centres undefined)
 : -26%	7%	·
CN(C)Cc1c(C(=O)N/N=C/c2cccc3ccccc23)nnn1-c1nonc1N
 : 3%	-1%	-4%
CC(NC(=O)c1ccc(C23CC4CC(CC(C4)C2)C3)cc1)C(=O)O (centres undefined)
 : -27%	0%	0%
Cc1ccc2oc(C(=O)NCC3CCOCC3)c(C)c2c1
 : -2%	-2%	1%
Cc1cc(Cl)c(S(=O)(=O)Nc2ccc3c(c2)OCO3)cc1OCC(N)=O
 : -17%	1%	9%
O=C(NCc1cccnc1)c1ccc([N+](=O)[O-])o1
 : ?	2%	3%
Cc1cc(C)c(C)c(OCCN2CCOCC2)c1
 : 6%	2%	6%
COCCNC(=O)CSc1nnc(-c2ccc(C)cc2)c(-c2ccc(C)cc2)n1
 : ?	1%	3%
O=S(=O)(NCCC1=CCCCC1)c1cccc2nsnc12
 : -24%	-9%	4%
CNC(=S)N/N=C/c1ccc(-c2cc([N+](=O)[O-])ccc2Cl)o1
 : -13%	-5%	5%
CCNc1nc(NCC)n2c(SCC(=O)Nc3ccc(CC)cc3)nnc2n1
 : ?	-14%	-7%
Cn1cc(C(=O)N2CCCC(Nc3ccc(F)cc3)C2)c2ccccc21 (centres undefined)
 : ?	-5%	9%
Cc1ccc2[nH]c3c(=O)n(CC(=O)N4CC(C)CC(C)C4)ncc3c2c1 (centres undefined)
 : -10%	-1%	-4%
Cc1ccccc1SCC(=O)OCC(=O)NCc1ccccc1
 : 13%	-7%	0%

Some of the compounds tested. The share of hits here may be higher or lower than overall.
